From PubChem
Calpain2 inh: inhibitors of pig calpain II | purified calpain II, fluorogenic peptide substrate, 30 min | inhibition, % at 16 µM | AID 1236 | 220,000 tested, 0.37% active;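 active means inhibition above about 50%, limit read from the data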
Cl transport mod: modulators of human KCC2 chloride dependent transport | Q9H2X9 | KCC2 cells, thallium flux FluoZin-2 fluorescence | B-score of Tl+ flux slope (higher = more flux/activation; lower = inhibition) at 10 µM | 190,000 tested, 2.2% active | AID 1456;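 active means thallium flux slope and its plate-corrected score both differing from the plate sample mean at a set confidence after two filtering rounds, in either direction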;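 further: slope of fluorescence scaled to starting intensity during 10 to 20 s after thallium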
Rad51 HR inh: Rad51 (human) homologous recombination inhibition; inhibition, % at 10 µM; AID 1385; Q06609; 200,000 tested, 0.085% active; hRad51 DNA strand exchange, fluorescence dequenching;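 active means inhibition above 40% at the single screening dose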;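 further: 0% = DMSO control wells and 100% = blanks with heterologous ssDNA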
Target sequence (Q06609 whole entry, looked up): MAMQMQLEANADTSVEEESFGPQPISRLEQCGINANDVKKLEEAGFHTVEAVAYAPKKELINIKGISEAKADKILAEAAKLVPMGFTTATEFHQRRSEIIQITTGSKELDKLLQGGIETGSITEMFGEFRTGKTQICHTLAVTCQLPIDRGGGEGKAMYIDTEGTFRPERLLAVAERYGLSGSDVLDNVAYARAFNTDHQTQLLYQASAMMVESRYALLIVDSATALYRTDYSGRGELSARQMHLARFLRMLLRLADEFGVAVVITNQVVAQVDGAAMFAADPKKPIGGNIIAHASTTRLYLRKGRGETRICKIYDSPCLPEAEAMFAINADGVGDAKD
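Test system: preformed human Rad51 ssDNA filaments. Compound dosing: single dose, 10 µM final compound. Incubation: filaments 15 min 37 °C, then compound 30 min. Technique: FRET fluorescence dequenching, excitation 485 nm, emission 520 nm. Read-out basis: percent inhibition from fluorescence, normalised to plate control and blank means. Benchmarks: plate controls and plate blanks.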
FXIa inh 1536: factor XIa (human) inhibition | purified FXIa, Boc-Glu-Ala-Arg-AMC fluorogenic substrate | inhibition, % at 5 µM | 220,000 tested, 0.14% active | P03951 | AID 798;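 active means inhibition of at least 40%; inactive means inhibition below 40%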;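 further: fluorescence of freed AMC excited at 355 nm; 0% = enzyme without compound and 100% = no enzyme blank; many of its hits are not listed in these tables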
PERK inh: inhibitors of human PERK kinase | Q9NZJ5 | CHO PERK-DD fusion, SEAP luminescence translation reporter | inhibition, % at 5.6 µM | 220,000 tested, 0.17% active | AID 1416;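 active means inhibition above the mean inhibition of all tested compounds plus 3 SD, set separately per screening campaign, cut at about 2.9% in these data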;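 further: PERK kinase domain activated by AP20187 dimerizer at 100 nM; 0% = DMSO with dimerizer and 100% = rapamycin at 8.4 µM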
Thrombin inh: inhibitors of human thrombin; P00734; inhibition, % at 5 µM; 220,000 tested, 0.26% active; alpha-thrombin, Boc-VPR-AMC fluorogenic substrate cleavage;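 active means inhibition at or above 40%; inactive means inhibition below 40%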;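 further: 0% = enzyme with no compound and 100% = wells without enzyme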
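Material: human alpha-thrombin protein; Also added: Boc-VPR-AMC substrate, 15 µM final; Timing: enzyme reaction carried out at room temperature; Signal: fluorescence, ex 355 nm, em 460 nm; Measure: % inhibition of thrombin; Controls: enzyme without compound as high, wells lacking enzyme as low.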
FXIIa inh: inhibitors of human coagulation factor XIIa. inhibition, % at 5 µM. purified FXIIa, Boc-QGR-AMC fluorogenic substrate, 2 h. P00748. 220,000 tested, 0.3% active; in the data active means inhibition above about 40%;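 further: 0% = enzyme with no compound and 100% = blank without enzyme; many of its hits are not listed in these tables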
Target sequence (P00748 20-372 limits assumed): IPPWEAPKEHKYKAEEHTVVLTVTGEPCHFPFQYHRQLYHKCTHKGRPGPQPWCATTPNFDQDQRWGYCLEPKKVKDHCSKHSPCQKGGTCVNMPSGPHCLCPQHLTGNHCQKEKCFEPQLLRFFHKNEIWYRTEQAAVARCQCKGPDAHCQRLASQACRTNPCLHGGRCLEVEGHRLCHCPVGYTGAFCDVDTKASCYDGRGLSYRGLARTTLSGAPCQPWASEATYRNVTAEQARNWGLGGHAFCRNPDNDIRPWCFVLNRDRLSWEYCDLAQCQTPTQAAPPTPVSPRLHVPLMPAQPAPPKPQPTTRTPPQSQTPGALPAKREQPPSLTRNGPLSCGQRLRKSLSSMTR
Target sequence (P00748 373-615 limits assumed): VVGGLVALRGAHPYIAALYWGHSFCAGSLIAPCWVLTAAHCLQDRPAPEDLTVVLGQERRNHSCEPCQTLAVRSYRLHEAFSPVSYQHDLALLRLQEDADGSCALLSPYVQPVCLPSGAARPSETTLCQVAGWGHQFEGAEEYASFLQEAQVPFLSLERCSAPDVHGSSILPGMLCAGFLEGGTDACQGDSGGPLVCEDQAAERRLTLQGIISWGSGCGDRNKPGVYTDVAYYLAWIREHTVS
KLK5 inh: blocks human kallikrein 5 protease activity; inhibition, % at 5 µM; 210,000 tested, 0.59% active; recombinant hK5, fluorogenic AMC substrate cleavage;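 active means inhibition of 40% or more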;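 further: 0% = enzyme controls without compound and 100% = no-enzyme blanks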
Furin inh: inhibitors of human furin; P09958; purified furin, fluorogenic substrate cleavage; inhibition, % at 30 µM; 220,000 tested, 0.061% active; in the data active means inhibition above about 25%; further: inactives centre near -15
The depositor's hits bear a star; i = inactive; nt = not tested or not shown; [ ] = remark or other dose. These rows are one share of the data; count on the stated rates, not on these rows.

cpd	molecule	Calpain2 inh	Cl transport mod	Rad51 HR inh	FXIa inh 1536	PERK inh	Thrombin inh	FXIIa inh	KLK5 inh	Furin inh
1	CC1=C(C)CC(C(=O)N2CCN(Cc3ccccc3)CC2)C(C(=O)O)C1 (stereo not drawn)	-5	nt	-2	4	-0.3	-2	-2	-11	-20[20 µM]
2	CCC(=O)NCc1cc(-c2nn(C)c(=O)c3ccccc23)ccc1C	9	nt	1	-6	-1.6	-2	-6	-21	-14[20 µM]
3	CCOCCCNC(=O)c1ccc2c(=O)n(CCCOCC)c(=S)[nH]c2c1	14	0.83	-16	0	0.6	-11	5	5	-21
4	O=C(CS(=O)(=O)Cc1ccccc1)N1CCN(c2cccc(C(F)(F)F)c2)CC1	-55	-1.2	-10	-6	0.9	-5	7	-9	-12[20 µM]
5	COc1ccc(NC(=O)c2nn(C)cc2[N+](=O)[O-])cc1	-18	-0.23	12	6	1.9	-4	3	4	-32
6	Cc1ccc(-n2ncc3c(NNC(=O)c4ccco4)ncnc32)c(C)c1	-4	1.2	6	-4	-0.1	20	-1	-4	-8
7	O=C(NCc1cccs1)c1ccc2ccccc2n1	-7	-2.1	5	-6	0.1	-20	11	0	-27
8	CCN(CC)C(=O)CSc1nc2nc(C)cc(C)c2c(=O)[nH]1	6	0.062	nt	-10	0.4	-9	-5	0	-4[20 µM]
9	Cc1ccc(N2C(N)=C(C#N)C(c3ccsc3)C3=C2CC(C)(C)CC3=O)cc1 (stereo not drawn)	-90	-2.6	-2	-1	-0.7	1	8	-2	-10[20 µM]
10	CN1/C(=C\C(=O)COC(=O)c2ccc([N+](=O)[O-])o2)C(C)(C)c2ccccc21	-29	-0.8	nt	3	1.3	4	10	0	-25
11	S=c1[nH]c2ccccc2c2ccccc12	-16	nt	6	-4	-0.1	-3	3	-3	-17
12	COC(=O)CSC1=C(C#N)C(c2ccc(F)cc2)CC(=O)N1 (stereo not drawn)	-14	0.78	6	-3	-0.1	-2	8	3	-16
13	CC(C)CCn1c(=O)c2ccccc2n2c(CCl)nnc12	7	-0.42	-6	4	-0.4	-8	12	6	-2
14	O=C(Oc1coc(CSc2ncccn2)cc1=O)c1cccc([N+](=O)[O-])c1	-13	-3	4	12	0.9	-4	9	-4	-28
15	CC(=O)C1=C(C)NC2(O)c3ccccc3C(=O)C12O (stereo not drawn)	-12	0.5	-2	1	0.5	-5	7	-2	-31
16	O=C(NC1=NCCS1)c1nc(-c2ccccc2)n(-c2ccccc2)n1	-5	-0.022	-12	14	-0.5	3	18	7	-21[20 µM]
17	COc1ccc(-c2ccc(SCC(=O)c3ccc(F)cc3)nn2)cc1OC	38	-1.7	1	1	-0.7	-2	8	4	-23
18	O=C(CCCN1C(=O)/C(=C/c2ccccc2Cl)SC1=S)Nc1ccccn1	9	-0.98	nt	5	0.4	-5	5	-24	-12
19	CN(Cc1ccccc1)c1ncnc(N)c1[N+](=O)[O-]	7	-0.085	-9	-2	0.6	-11	9	-9	-7
20	COCC(C)n1c(SCc2ccc(OC)c(F)c2)nc2ccccc2c1=O (stereo not drawn)	-2	-0.97	-4	-8	0.2	-24	7	-2	-19
21	Cc1c(CCOC(=O)CC23CC4CC(CC(C)(C4)C2)C3)sc[n+]1CC(=O)c1ccccc1	18	0.51	2	-6	0.0	-7	5	-1	-5
22	O=C1c2ccccc2S(=O)(=O)N1CC(O)Cn1c2ccccc2c2ccccc21 (stereo not drawn)	-46	-1.7	3	7	0.0	1	13	-8	-27[20 µM]
23	COc1ccc(C2NC(Cc3ccccc3)(C(=O)O)C3C(=O)N(c4ccccc4OC)C(=O)C23)cc1 (stereo not drawn)	-18	-0.99	1	-2	0.5	-7	7	1	-21
24	Cc1cc2nc(-c3ccc(SCC(=O)N4CCc5ccccc54)nc3)[nH]c2cc1C	-171	1.2	-1	-1	-0.3	-1	10	-3	-20[20 µM]
25	CCNC(=S)N/N=C/c1cc(C)n(-c2ccc(Cl)cc2)c1C	-30	0.83	0	1	-0.7	0	10	2	-16
26	O=C(C1CCN(S(=O)(=O)c2cccnc2)CC1)N1CCN(c2cccc(Cl)c2)CC1	-14	-0.88	-4	2	-1.1	-11	10	-32	1
27	COC(=O)c1ccsc1NC(=O)CN1C(=O)CCC1=O	6	0.72	2	1	nt	-4	6	0	-13
28	CCc1ccc(OCCCC(=O)Nc2nccs2)cc1	-1	-1.9	-3	-3	1.3	-7	4	-14	-24
29	O=C(CSc1nnnn1-c1cccnc1)NCc1cccs1	15	nt	12	-1	0.2	-1	10	-1	-13
30	COC(=O)[C@H](Cc1ccccc1)NC(=O)[C@@H]1C[C@H]1[C@@H](NC(=O)OCc1ccccc1)c1ccccc1	-5	0.041	-7	9	0.0	3	14	-3	-15
31	Cn1ccnc1C(=O)c1cc(SCC(=O)N2CCOCC2)nc2ccccc12	16	1.5	-3	-1	0.5	-8	3	-5	1
32	Cc1cc(=O)[nH]c(SCc2cccc(Br)c2)n1	29	-1.8	-1	6	1.2	4	9	-22	-18[20 µM]
33	CNc1ccc(C2(O)C(=O)c3ccccc3C2=O)cc1	4	2.6	-13	8	0.9	-5	17	-12	-3
34	O=C(Nc1cc(=O)[nH]c2ncnn12)c1ccccc1Cl	-54	nt	2	6	-0.1	2	17	-17	-21
35	NC(=O)Cn1cc(C(=O)c2cccs2)c2ccccc21	-5	-0.48	3	7	0.4	1	10	-25	9[20 µM]
36	Cn1c(COc2ccc(Br)cc2)nnc1SC1CCc2ccccc2C1=O (stereo not drawn)	19	-0.84	nt	8	-0.4	4	14	-8	-24
37	CC(=O)Nc1ccc(C(=O)OCC(=O)Nc2c(F)cccc2F)cc1	15	1	5	-9	-0.9	-5	3	28	-12
38	COc1ccc(OC)c(NC(=O)Nc2nnc(N3CCC(C)CC3)s2)c1	-1	0.43	nt	10	0.3	0	15	-3	-8
39	CC(C)c1nnc(N2C(=O)C(O)=C(C(=O)c3cccs3)C2c2ccccc2)s1 (stereo not drawn)	26	-2.2	nt	2	-0.1	-6	9	nt	-15
40	O=[N+]([O-])c1ccc2[nH]c3c(c2c1)CCCC3O (stereo not drawn)	-20	0.88	nt	0	0.0	-3	4	nt	-17
41	CS(=O)(=O)N(Cc1ccccc1)c1ccc(C(=O)N2CCOCC2)cc1	5	0.39	5	22	0.8	2	16	0	-21[20 µM]
42	COc1ccc(NC(=O)[C@H](C)NC(N)=O)cc1S(=O)(=O)Nc1cc(C)ccc1Br	-15	0.68	-54	0	0.7	-11	9	-11	-17
43	COc1ccc(CCNC(=O)CSc2ccc(-c3ccco3)nn2)cc1	13	0.045	4	-5	1.1	-8	4	-4	-19
44	O=C(c1cc(S(=O)(=O)N2CCOCC2)c(Cl)cc1Cl)N1CCCCC1	3	0.11	6	3	-0.8	4	-3	-2	-17
45	Cc1ccc(OCC(=O)Nc2cccc3nsnc23)c(C)c1	-84	-0.15	20	-4	2.1	5	4	-28	-11[20 µM]
46	COc1ccccc1CCNS(=O)(=O)c1cn(C)c(=O)n(C)c1=O	-12	0.43	nt	0	0.8	-5	8	0	-21
47	O=C(Nc1cccc(C(=O)O)c1)/C(=C\c1ccc2c(c1)OCO2)NC(=O)c1ccc(Br)cc1	-24	0.44	-51	1	0.3	-13	9	-1	-7
48	CCN1CCN(C(=O)Cn2nc(-c3ccc(Cl)cc3)ccc2=O)CC1	0	1.4	-20	4	-0.8	25	7	4	-8
49	Oc1ccc(NCc2ccccc2OCc2ccccc2F)cc1	-10	-1.8	15	-3	0.8	-1	13	-3	-13[20 µM]
50	Cc1ccc(C)c(OCCn2c(=O)c3c(ncn3C3CCCC3)n(Cc3ccccc3)c2=O)c1	27	0.64	-19	-12	-1.2	-8	-4	-12	-5

Continued, overlapping the part above by 2 compounds.
cpd	molecule	Calpain2 inh	Cl transport mod	Rad51 HR inh	FXIa inh 1536	PERK inh	Thrombin inh	FXIIa inh	KLK5 inh	Furin inh
49	Oc1ccc(NCc2ccccc2OCc2ccccc2F)cc1	-10	-1.8	15	-3	0.8	-1	13	-3	-13[20 µM]
50	Cc1ccc(C)c(OCCn2c(=O)c3c(ncn3C3CCCC3)n(Cc3ccccc3)c2=O)c1	27	0.64	-19	-12	-1.2	-8	-4	-12	-5
51	Cc1ccccc1-c1ncc(CN2CCN(C3CCCC3)C(CCO)C2)cn1 (stereo not drawn)	-24	1.2	30	1	1.6	0	8	nt	-21
52	COc1cc(-c2nc3cccc(C)n3c2NCC2CCCO2)ccc1O (stereo not drawn)	i	-1.5	2	-4	0.5	-9	9	-3	-42
53	Cc1c(CN(C)C)c2c(n1Cc1ccccc1)C(=O)c1ccccc1-2	15	0.55	-4	-1	-1.4	1	7	10	-14[20 µM]
54	COCCCNC(=O)CN(c1cc([N+](=O)[O-])ccc1OC)S(C)(=O)=O	4	nt	nt	2	0.1	-5	8	17	-12
55	CCc1ccc(CCC(=O)Nc2ccc(C(C)=O)cc2)o1	-9	-0.54	-4	9	0.1	0	18	-6	-7[20 µM]
56	CNC(=O)/C(C#N)=C\c1ccc(CNS(=O)(=O)c2ccc(Cl)cc2)o1	9	-0.016	2	-3	0.6	-8	4	4	-12
57	COC(=O)c1ccc(C(=O)OC)c(NC(=O)COC(=O)C23CC4CC(CC(O)(C4)C2)C3)c1	-57	nt	2	-6	0.1	-4	0	-1	-16
58	CCCn1c(O)c(C=Nc2ccccc2)sc1=S	-17	-0.053	1	-2	0.7	-8	3	-2	-25
59	CC(C)(C)c1ccc(-c2nnc(N)s2)cc1	2	1.3	nt	-4	0.2	-5	8	nt	-23
60	CCOC(=O)C(Cc1c(F)cccc1Cl)c1ccnc2nc(N)nn12 (stereo not drawn)	-68	-0.56	4	-8	-0.3	1	-6	-26	-28
61	Cc1ccccc1NC(=O)c1cc(=O)c2ccccc2o1	-3	1.4	-5	6	0.8	-3	13	3	-23
62	CC1CCCC(C)N1C(=C(Cl)Cl)C(=C1SCCS1)[N+](=O)[O-] (stereo not drawn)	-4	-0.014	-19	1	1.3	-11	11	-1	-13
63	COc1cc(OC)cc(-c2nc3nc(C)c(CCC(=O)NCc4ccco4)c(C)n3n2)c1	-3	-0.25	3	7	-0.2	3	15	-8	-22
64	Cc1cc(C(=O)NCC(=O)OCC(=O)N2CCCCCC2)ccc1[N+](=O)[O-]	-13	-0.31	0	-3	0.4	-11	1	0	-16
65	Cc1ccc(S(=O)(=O)N(C)C)cc1NC(=O)C(C)OC(=O)/C=C/c1cccs1 (stereo not drawn)	8	-1.5	16	-1	-1.0	18	12	11	2
66	CC1CC(=O)Nc2ccccc2N1S(=O)(=O)c1ccc(C#N)cc1 (stereo not drawn)	12	0.38	4	12	0.6	1	5	2	-21
67	COc1ccc(-n2c(SCC(=O)/C(C#N)=C(\C)N)nc3ccccc3c2=O)cc1OC	-17	-0.23	6	6	-0.1	-2	7	-8	-8
68	Cc1ccc(-c2cc(-c3ccc(C)o3)nc(N)c2C#N)cc1	i	0.013	-26	8	0.1	0	21	-15	-24
69	CCCCC1CC(CSC(=N)N)OC1=O (stereo not drawn)	-5	1.5	2	2	2.6	3	11	-11	-6[20 µM]
70	Cc1ccc(NC(=O)CCC(=O)NNS(=O)(=O)c2ccccc2)c(C)c1	28	-0.65	9	-4	-0.9	-6	5	3	-12[20 µM]
71	C#CC(C)(CC)NC(=O)c1cc2cccc(CC=C)c2oc1=O (stereo not drawn)	27	0.82	1	8	0.5	nt	14	4	-19
